TDP43 rescue: inhibitors of TDP-43 toxicity in yeast; TDP-43 expressing yeast growth rescue, BacTiter-Glo, 24 h; Potency, µM (doses to about 46.1 µM), for inactives: at the highest dose growth rescue (activation), usual class: activators; 410,000 tested, 1.8% active; AID 652104; further: % of control where 0% means no effect; nearly all actives have a fitted effect of over 50% in size
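Luminescence from BacTiter-Glo reports growth of TDP-43-expressing yeast after 24 hr at 30 deg C with compound. Cells were raffinose-pregrown to mid-log, then seeded in galactose medium at OD600=0.02.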
HT1080-NT tox: kills 2HG-producing HT-1080-NT fibrosarcoma cells; HT-1080-NT fibrosarcoma viability, CellTiter-Glo ATP luminescence, 48 h; Potency, µM (top dose mostly 46.1 µM), for inactives: at the highest dose activity, negative = less viability, actives largely listed as cytotoxic; 360,000 tested, 1.6% active; AID 686970;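 further: NT is the 2HG producing partner of a matched IDH1 knockdown line; 0% = DMSO-treated cells and -100% = media-only wells without cells; nearly all actives have a fitted effect of over 55% in size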
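750 cells/well, RPMI + 5% FBS; 2 h settle, compound pin-transfer, 48 h at 37 degrees C. CellTiter-Glo 10 min RT, luminescence. Normalized to DMSO and media-only wells.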
GLP-1R agonist: GLP-1 receptor (human) agonism; P43220; HEK293 GLP-1R CRE-luciferase, luminescence, 4-6 h; cells express a hypersensitive GLP-1R form; Potency, µM (top dose mostly 45.6 µM), for inactives: top-dose activation, actives largely listed as activators; 380,000 tested, 0.007% active; AID 624172; further: % of control where 0% means no effect
Target sequence (P43220 whole entry, looked up): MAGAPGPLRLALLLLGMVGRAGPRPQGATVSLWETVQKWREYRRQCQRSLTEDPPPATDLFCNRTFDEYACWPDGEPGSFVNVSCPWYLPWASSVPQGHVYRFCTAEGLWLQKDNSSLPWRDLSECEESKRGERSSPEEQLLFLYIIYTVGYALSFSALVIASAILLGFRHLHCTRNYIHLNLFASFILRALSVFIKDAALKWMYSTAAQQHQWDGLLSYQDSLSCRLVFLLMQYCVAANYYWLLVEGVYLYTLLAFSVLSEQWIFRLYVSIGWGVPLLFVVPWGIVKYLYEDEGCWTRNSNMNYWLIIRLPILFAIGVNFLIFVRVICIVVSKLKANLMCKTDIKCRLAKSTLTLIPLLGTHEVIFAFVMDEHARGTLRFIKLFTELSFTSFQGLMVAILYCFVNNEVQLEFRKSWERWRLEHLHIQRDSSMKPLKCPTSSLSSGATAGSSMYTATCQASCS
HT1080 IDH1KD tx: toxicity to HT-1080 IDH1 knockdown cells (counter line). HT-1080 IDH1 knockdown viability, ATP luminescence, 48 h. Potency, µM (top dose mostly 46.1 µM), for inactives: at the top dose activity, negative = toxicity, usual class: cytotoxic. 360,000 tested, 2% active. AID 686971;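 further: 0% = DMSO wells and -100% = cell-free medium wells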
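Using the IDH1-knockdown HT-1080 line run in the same batch and compound series as the NT line, viability after 48 h at 37 °C was determined by CellTiter-Glo luminescence and expressed as % activity.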
HEK293 tox: cytotoxicity in counter-screen for GLP-1R inverse agonists; Potency, µM (top dose mostly 38.3 µM), without a hit: at the highest dose activity change, negative = inhibition, most hits filed as inhibitors; 410,000 tested, 0.13% active; HEK293 cAMP-luciferase reporter cells, luminescence, 24 h;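 further: loss of luciferase light is scored as toxicity; on the % scale 0 is the no-effect control and ±100 the full control effect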
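Luminescence readout: signal drop marks cytotoxicity. Plated cells grew 12 h at 37 °C, 5% CO2, received 23 nL compound for 24 h, then got luciferase reagent, read after 12 min at RT.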
SW480 rerep: DNA re-replication induction in SW480 cells; SW480 DNA re-replication, Hoechst DNA content imaging, 48 h; Potency, µM (highest dose often 46.1 µM), without a hit: at the top dose re-replication activation, hits mostly activators; 340,000 tested, 1.8% active; AID 624297; further: % of control where 0% means no effect; nearly all actives have a fitted effect of over 55% in size
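250 cells/well; 23 nL cpd via pin tool; 48 hr, 37 C, 5% CO2; Hoechst 40 min; imager read of total nuclear intensity, ex 405/em 500-530 nm.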
KB-3-1 tox: KB-3-1 parental cell cytotoxicity | KB-3-1 viability, CellTiter-Glo ATP luminescence, 72 h | Potency, µM (top dose mostly 46.1 µM), inactives show at the highest dose activity change, negative = cytotoxic, usual class: cytotoxic | 400,000 tested, 1.4% active; further: on the % scale 0 is the no-effect control and ±100 the full control effect; nearly all actives have a fitted effect of over 60% in size
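72 h, 37 °C compound treatment of KB-3-1 parental cells; CellTiter-Glo added, 10 min, luminescence read. Data corrected against DMSO-only plates and normalized before curve fitting.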
KB-V1 MDR tox: KB-V1 MDR subline cytotoxicity. KB-V1 MDR cells viability, CellTiter-Glo, 72 h. Potency, µM (top dose mostly 46.1 µM), for inactives: at the highest dose activity change, negative = cytotoxicity, hits mostly cytotoxic. 400,000 tested, 3.4% active; further: on the % scale 0 is the no-effect control and ±100 the full control effect; nearly all actives have a fitted effect of over 60% in size
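Potencies derive from concentration-effect curves fitted to normalized luminescence (CellTiter-Glo) of KB-V1 cells treated for 72 h at 37 degrees C in phenol-red-free DMEM containing 10% FBS.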
GLP-1R inv ag: inverse agonists of human GLP-1 receptor; HEK293 GLP-1R CRE-luciferase, luminescence, 24 h; GLP-1R form is constitutively active; AID 624417; P43220; 410,000 tested, 1.6% active; Potency, µM (doses to about 38.3 µM), for inactives: top-dose activity change, negative = inhibition, actives largely listed as inhibitors; further: on the % scale 0 is the no-effect control and ±100 the full control effect; nearly all actives have a fitted effect of over 55% in size
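GLP-1R inverse agonism mode: basal reporter luminescence in engineered HEK293 cells measured after one day of compound exposure at 37 deg C, with a 12 min room-temperature detection step.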
* = called active by the depositor; ? = inconclusive; . = not tested or not shown; [ ] = dose if it differs, or a comment. The call rests on the fitted dose curve; in most records, active means well fitted curve in the direction sought with a large enough effect; inconclusive means small, poorly fitted or top-dose-only effect, or another doubt; inactive means no such curve, though single readings can be large; an effect the other way counts as inactive or inconclusive. Potency means the concentration at half of the fitted maximal effect.

#1 COc1ccc(C(=O)NCc2cccnc2)cc1S(=O)(=O)N1CCOCC1
#2 CCN(CC)S(=O)(=O)c1ccc(C(=O)Oc2cc(C)[nH]c(=O)c2[N+](=O)[O-])cc1
#3 CC(=O)c1c(C)[nH]c(C(=O)CN2CCN(S(=O)(=O)c3ccc(C(C)C)cc3)CC2)c1C
#4 N=C(N)c1ccc(N)cc1
#5 Cc1ccc(SCCC(=O)N(C)C)cc1
#6 O=C(NCCc1ccccc1)C1=COCCO1
compound no.,1,2,3,4,5,6
GLP-1R agonist,-10%,-5%,5%,7%,9%,2%
HEK293 tox,-10%,2%,-6%,-3%,4%,7%
TDP43 rescue,-10%,12%,24%,25%,-1%,-18%
KB-3-1 tox,1%,8%,?,0%,3%,1%
SW480 rerep,-1%,7%,24%,-4%,-8%,-14%
HT1080-NT tox,11%,-2%,-6%,14%,2%,12%
GLP-1R inv ag,0%,6%,6%,-2%,3%,-16%
KB-V1 MDR tox,5%,14%,-15%,2%,14%,1%
HT1080 IDH1KD tx,3%,8%,-10%,-1%,-4%,19%

#7 O=c1c2[nH]c3ccc(Br)cc3c2ncn1CCCn1ccnc1
#8 COc1ccc(CCN2C(=O)COc3ccccc3C2C(=O)NC(C)(C)C)cc1OC (stereo not drawn)
#9 Cc1nc(C)n(CC(=O)N2CCCC(C(=O)c3cccc4ccccc34)C2)n1 (stereo not drawn)
#10 Nc1cc(=O)[nH]c(SCCSc2ccccc2)n1
#11 CC(CC(=O)OCC(=O)NCc1ccc(Cl)cc1)c1ccccc1 (stereo not drawn)
#12 N#CC(CC(=O)OCc1ccccc1)NC(=O)OCc1ccccc1 (stereo not drawn)
compound no.,7,8,9,10,11,12
GLP-1R agonist,-4%,1%,8%,3%,6%,5%
HEK293 tox,-12%,7%,2%,-8%,3%,5%
TDP43 rescue,?,13%,-20%,6%,5%,19%
KB-3-1 tox,24%,13%,-4%,?,?,?
SW480 rerep,12%,.,-128%[inhibitor],-12%,-25%,.
HT1080-NT tox,-21%,5%,5%,3%,4%,8%
GLP-1R inv ag,39%[activator],22%,-3%,4%,-13%,-8%
KB-V1 MDR tox,-5%,0%,-20%,7.3µM*,10%,9%
HT1080 IDH1KD tx,?,23%,-9%,6%,10%,4%

Reprinted from above (nine entries):
#4 N=C(N)c1ccc(N)cc1
#5 Cc1ccc(SCCC(=O)N(C)C)cc1
#6 O=C(NCCc1ccccc1)C1=COCCO1
#7 O=c1c2[nH]c3ccc(Br)cc3c2ncn1CCCn1ccnc1
#8 COc1ccc(CCN2C(=O)COc3ccccc3C2C(=O)NC(C)(C)C)cc1OC (stereo not drawn)
#9 Cc1nc(C)n(CC(=O)N2CCCC(C(=O)c3cccc4ccccc34)C2)n1 (stereo not drawn)
#10 Nc1cc(=O)[nH]c(SCCSc2ccccc2)n1
#11 CC(CC(=O)OCC(=O)NCc1ccc(Cl)cc1)c1ccccc1 (stereo not drawn)
compound no.,4,5,6,7,8,9,10,11
GLP-1R agonist,7%,9%,2%,-4%,1%,8%,3%,6%
HEK293 tox,-3%,4%,7%,-12%,7%,2%,-8%,3%
TDP43 rescue,25%,-1%,-18%,?,13%,-20%,6%,5%
KB-3-1 tox,0%,3%,1%,24%,13%,-4%,?,?
SW480 rerep,-4%,-8%,-14%,12%,.,-128%[inhibitor],-12%,-25%
HT1080-NT tox,14%,2%,12%,-21%,5%,5%,3%,4%
GLP-1R inv ag,-2%,3%,-16%,39%[activator],22%,-3%,4%,-13%
KB-V1 MDR tox,2%,14%,1%,-5%,0%,-20%,7.3µM*,10%
HT1080 IDH1KD tx,-1%,-4%,19%,?,23%,-9%,6%,10%

#12 N#CC(CC(=O)OCc1ccccc1)NC(=O)OCc1ccccc1 (stereo not drawn)
compound no.,12
GLP-1R agonist,5%
HEK293 tox,5%
TDP43 rescue,19%
KB-3-1 tox,?
SW480 rerep,.
HT1080-NT tox,8%
GLP-1R inv ag,-8%
KB-V1 MDR tox,9%
HT1080 IDH1KD tx,4%

(next part)
#13 CC1=N/C(=C/c2ccc([N+](=O)[O-])cc2)C(=O)N1c1ccc(Cl)cc1Cl
#14 CC1CCN(c2ncnc3c2cnn3-c2ccc(F)cc2)CC1
#15 O=C(Nc1ccc2c(c1)OCO2)C1CCCCN1S(=O)(=O)c1ccccc1 (stereo not drawn)
#16 CCN(CC)CCCN1CC(O)=C(c2nc3ccccc3s2)C1=N
#17 CCOC(=O)N1CCN(C(=O)c2ccc3c(SCC(=O)O)c4c(nc3c2)CCCC4)CC1
#18 COC(=O)c1cccc(NC(=O)c2ccco2)c1
compound no.,13,14,15,16,17,18
GLP-1R agonist,-7%,.,1%,5%,-5%,16%
HEK293 tox,-14%,2%,-6%,-5%,4%,13%
TDP43 rescue,-15%,?,21%,-20%,0%,9%
KB-3-1 tox,7%,-8%,-3%,13%,?,-4%
SW480 rerep,14%,.,?,1%,-4%,-1%
HT1080-NT tox,2%,.,1%,?,18%,23%
GLP-1R inv ag,0%,-18%,?,11µM*,-7%,11%
KB-V1 MDR tox,4%,-2%,?,4%,?,3%
HT1080 IDH1KD tx,-2%,.,-3%,?,8%,4%

#19 O=C(CCC1CC(=O)Nc2ccccc21)NCc1ccccc1 (stereo not drawn)
#20 O=C(COC(=O)CNC(=O)c1ccc(Cl)cc1Cl)NC1CC1
#21 CN(C)c1ccc(C(=O)OCC(=O)NCCCc2ccccc2)cc1
#22 O=C(Nc1c(-c2ccc(Cl)cc2)[nH][nH]c1=O)c1ccc(Br)cc1
#23 C=CCn1c(N)cc(=O)nc1SCC(=O)Nc1cccc2ccccc12
#24 Cc1ccc(NC(=O)C(OC(=O)c2ccc(F)cc2)c2ccccc2)cc1Cl (stereo not drawn)
compound no.,19,20,21,22,23,24
GLP-1R agonist,-10%,3%,7%,0%,-1%,9%
HEK293 tox,6%,-3%,12%,-4%,-2%,-3%
TDP43 rescue,1%,-4%,?,11%,-3%,-21%
KB-3-1 tox,1%,-14%,4%,0%,-7%,-12%
SW480 rerep,-3%,-1%,-7%,.,-1%,2%
HT1080-NT tox,2%,-4%,0%,10%,9%,0%
GLP-1R inv ag,8%,5%,?,0%,15%,-22%
KB-V1 MDR tox,?,7%,0%,0%,19%,0%
HT1080 IDH1KD tx,11%,-12%,-4%,1%,11%,-13%

#25 COc1nc(Nc2cccc(C(F)(F)F)c2)nc(OC)n1
#26 COc1ccc(S(=O)(=O)N2CCC(C(=O)Nc3ccc(F)cc3)CC2)c2cccnc12
#27 CCOC(=O)c1c(S(=O)(=O)N2CCN(c3ccc(F)cc3)CC2)c(C)n(C)c1C
#28 CCCCc1cc(O)c(CCCC)c(O)c1
#29 C=CC[C@H](CC(=O)NCCO)C(=O)N[C@@H](COC(=O)[C@@H](CC=C)CC(=O)OC(C)(C)C)Cc1c[nH]c2ccccc12
#30 COc1ccc(-n2nc(C(=O)NCC(=O)NCCCN3CCN(C)CC3)c3ccccc3c2=O)cc1OC
compound no.,25,26,27,28,29,30
GLP-1R agonist,5%,11%,15%,1%,-3%,9%
HEK293 tox,-4%,6%,-1%,-31%,7%,-6%
TDP43 rescue,14µM*,3%,10%,10%,25%,-25%
KB-3-1 tox,-12%,11%,-3%,?,15%,-3%
SW480 rerep,-4%,7%,-7%,1%,3%,-2%
HT1080-NT tox,6%,-15%,3%,?,4%,-2%
GLP-1R inv ag,-9%,17%,3%,?,-3%,19%
KB-V1 MDR tox,?,-20%,-4%,?,5%,-7%
HT1080 IDH1KD tx,2%,-12%,1%,?,10%,-7%

#31 Cc1cccc(NC(=O)c2nc[nH]c2C(=O)NCC(=O)OCc2ccccc2)c1
#32 CCN(Cc1ccccc1)Cc1c(O)ccc2c(=O)c(-c3ccccc3Cl)c(C(F)(F)F)oc12
#33 CS(=O)(=O)N1CCN(c2ncnc3c2cnn3-c2ccccc2)CC1
#34 CN(Cc1ccccc1)S(=O)(=O)c1ccc2[nH]cc(C(=O)NCC3CCCO3)c(=O)c2c1 (stereo not drawn)
#35 O=C(CC(CC(=O)c1ccc(Br)cc1)c1cccnc1)c1ccc(Br)cc1
#36 COc1ccc(OC)c(-c2cc(C(=O)Nc3c(C)nn(Cc4ccccc4Cl)c3C)no2)c1
compound no.,31,32,33,34,35,36
GLP-1R agonist,0%,.,3%,11%,0%,8%
HEK293 tox,?,30%[activator],-2%,4%,-1%,-23%
TDP43 rescue,5%,5%,-17%,-4%,-11%,-8%
KB-3-1 tox,0%,24%,0%,8%,?,?
SW480 rerep,-15%,.,19%,18%,-2%,11%
HT1080-NT tox,15%,.,-3%,?,?,11%
GLP-1R inv ag,14%,-15%,7%,1%,-14%,?
KB-V1 MDR tox,-26%,-1%,-26%,10%,-21%,-21%
HT1080 IDH1KD tx,6%,.,1%,?,13%,-6%

#37 COc1ccc(Cl)cc1S(=O)(=O)n1ccnc1C(C)C
#38 Cc1cc(C)cc(Nc2nnc(-n3nc(C)cc3C)c3ccccc23)c1
#39 Cc1cccc(CC(C)NC(=O)c2cc(COc3ccc(C)c(C)c3)on2)n1 (stereo not drawn)
#40 CCOC1=C2CN(S(=O)(=O)c3ccc(C)cc3)C(c3ccccc3)CC2N(S(=O)(=O)c2ccccc2Cl)C(c2ccccc2)C1 (stereo not drawn)
#41 COc1ccc(CC(=O)NC(C)c2nnc(SCc3nc4ccccc4c(=O)[nH]3)n2C)cc1 (stereo not drawn)
#42 CCOC(=O)c1c(-c2ccc(C)cc2)csc1NC(=O)CCN1CC(C)OC(C)C1 (stereo not drawn)
#43 c1ccc(CC2CNc3ccccc3CN2)cc1 (stereo not drawn)
compound no.,37,38,39,40,41,42,43
GLP-1R agonist,-3%,.,4%,.,6%,0%,0%
HEK293 tox,-1%,-11%,3%,-3%,-11%,10%,-7%
TDP43 rescue,15%,5%,2%,19%,-12%,0%,-16%
KB-3-1 tox,15%,13%,.,-14%,-4%,?,5%
SW480 rerep,-10%,.,11%,.,-6%,3%,-5%
HT1080-NT tox,18%,.,-10%,0%,-4%,-17%,-1%
GLP-1R inv ag,2%,?,10µM*,44%[activator],-10%,?,-15%
KB-V1 MDR tox,9%,15%,.,-30%,16%,?,-7%
HT1080 IDH1KD tx,11%,.,-22%,-13%,0%,?,6%

Screens: PubChem, National Center for Advancing Translational Sciences (NCATS)
